Bioassay records: PubChem BioAssay, several laboratories
KKLEB cytotox = cytotoxicity in KKLEB CF airway cells, primary screen, cytotoxicity control for CF NF-kB inhibitor project, cell-based, uHTS, fluorescence assay plates; KKLEB CF airway cells viability, ATPlite luminescence, overnight; active compounds read low; cells stimulated with P. aeruginosa culture filtrate; activity change (cytotoxicity), % at 5 µM; 360,000 compounds, 0.36% hits; AID 602141, 2011;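 active = corrected activity change at or below -50% at 5 µM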
TRPM1 prom inh = inhibitors of MITF-dependent TRPM1 promoter reporter, primary screen, cell-based, SK-MEL-5, single point, luciferase; 330,000 compounds, 0.83% hits; inhibition, % at 12.5 µM; SK-MEL-5 TRPM1 promoter luciferase, 24 h;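 active = mean inhibition across replicates of 60% or more, whatever share of single replicates reaches that level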; also: values of inactives mirror those of a sister screen read the other way
Shn3 3UTR inh = reduction of Shn3 3'UTR firefly luciferase signal, primary screen, Schnurri-3 inhibitor project, cell-based, Clone20 osteoblasts, set 2 | inhibition, % at 12.5 µM | 360,000 compounds, 0.52% hits | Clone20 osteoblast Shn3 3'UTR firefly luciferase, 24 h;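 active = mean inhibition of at least 75% with every replicate also reaching 75%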;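 also: 0% = median of neutral control wells and 100% = pilot-screen positive control compound; some compounds past the cut are filed as inactive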
HIF-2a inh = HIF-2a reporter inhibitors, primary screen, luminescence, 786-0 RCC cells | 786-0 RCC cells HIF-2a reporter, luciferase luminescence, overnight | inhibition, % at 18.8 µM | 360,000 compounds, 0.72% hits;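 active = inhibition of the luminescence signal of 40% or more relative to plate controls, in a single-dose primary screen at 18.75 µM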
CF NFkB block = inhibitors of PAF-induced NF-kB signaling, primary screen, cell-based, GFP fluorescence, uHTS. KKLEB NF-kB-GFP reporter, GFP fluorescence overnight. inhibition, % at 5 µM. 360,000 compounds, 0.86% hits. AID 588850, 2011;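 active = at least 50% inhibition at 5 µM, scaled per plate between neutral and stimulator controls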;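 also: PAF is a Pseudomonas aeruginosa culture filtrate used as stimulus; plate controls were PAF-stimulated DMSO wells for no effect and unstimulated DMSO wells for full effect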
Vif inh = HIV Vif self-association inhibitors, primary screen, imaging, HEK293T, single point. HEK293T cells, Vif self-association by quenched fluorescence, 24 h. inhibition, % at 7.49 µM. 340,000 compounds, 0.35% hits. AID 602346, 2012; in the data active = inhibition above about 50%, passing the limit was not always enough; also: some results filed as inactive read as strong as hits
CaV13 ICDI inh = Primary screen for inhibitors of IQ motif and Ca2+-dependent inactivation inhibitor domain binding in CACNA1D, Förster resonance energy transfer in living cells, …. 340,000 compounds, 0.098% hits. HEK cells, CFP/YFP FRET ICDI-IQ, plate reader, 10 min; percent FRET-ratio fall versus neutral wells. inhibition, % at 12.3 µM;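 active = mean replicate inhibition of at least 30% and at least 1% of replicates passing that level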;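 also: 0% = median of the neutral control wells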
NR2E3 ag-1 = NR2E3 agonists in two-hybrid cells, primary screen, cell-based, luminescence, CHO-S, Gal4-NCOR/VP16-NR2E3 | luciferase | inhibition of corepressor binding, % at 3.98 µM | 360,000 compounds, 0.35% hits | AID 602229, 2012;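 active = inhibition above the mean of all tested compounds plus 3 SD, cut at about 70% in these data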;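 also: 0% = DMSO with NR2E3 transfected cells and 100% = cells lacking NR2E3 construct; higher means lower luciferase signal from less NR2E3 corepressor binding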
Target sequence (Q9Y5X4 whole entry, looked up, the tested form may be a part): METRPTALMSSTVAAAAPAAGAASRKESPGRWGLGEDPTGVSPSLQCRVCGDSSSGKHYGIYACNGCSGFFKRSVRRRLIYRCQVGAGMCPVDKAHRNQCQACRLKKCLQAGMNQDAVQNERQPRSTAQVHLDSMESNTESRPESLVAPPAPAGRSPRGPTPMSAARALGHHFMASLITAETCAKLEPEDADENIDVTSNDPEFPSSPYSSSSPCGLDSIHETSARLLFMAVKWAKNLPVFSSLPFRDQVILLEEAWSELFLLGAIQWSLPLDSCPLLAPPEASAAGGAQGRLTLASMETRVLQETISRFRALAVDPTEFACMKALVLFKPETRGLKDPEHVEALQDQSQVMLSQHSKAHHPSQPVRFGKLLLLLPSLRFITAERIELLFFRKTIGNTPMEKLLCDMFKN
PDI inh = inhibitors of human PDI, primary screen, biochemical, turbidity, single point, plate reader. PDI insulin aggregation turbidity, A650, 90 min. inhibition, % at 10 µM. 350,000 compounds, 0.052% hits;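 active = mean inhibition across replicates of 30% or more, whatever share of single replicates reach that level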;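 also: absorbance from insulin aggregation driven by PDI reduction with DTT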
Target sequence (P07237 whole entry, looked up): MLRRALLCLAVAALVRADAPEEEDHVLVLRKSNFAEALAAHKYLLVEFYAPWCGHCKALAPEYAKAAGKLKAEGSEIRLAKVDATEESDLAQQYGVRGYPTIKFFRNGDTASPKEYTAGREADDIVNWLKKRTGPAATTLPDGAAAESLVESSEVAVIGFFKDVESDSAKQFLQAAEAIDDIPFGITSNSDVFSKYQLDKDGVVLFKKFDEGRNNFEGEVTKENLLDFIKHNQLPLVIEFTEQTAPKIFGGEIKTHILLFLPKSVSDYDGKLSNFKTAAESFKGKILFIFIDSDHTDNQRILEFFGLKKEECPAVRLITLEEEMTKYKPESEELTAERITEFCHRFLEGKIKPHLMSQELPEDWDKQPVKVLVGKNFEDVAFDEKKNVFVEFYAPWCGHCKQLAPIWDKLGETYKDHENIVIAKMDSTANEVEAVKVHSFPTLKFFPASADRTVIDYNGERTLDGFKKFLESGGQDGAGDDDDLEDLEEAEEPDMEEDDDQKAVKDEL
Peg3 prom inh = Peg3 promoter-driven luciferase inhibitors, primary screen, cell-based, HeLa, luciferase luminescence; HeLa PEG-Prom luciferase reporter, overnight; inhibition, % at 20 µM; 360,000 compounds, 1.7% hits; AID 588405, 2011;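 active = inhibition of at least 50% at 20 µM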
NR2E3 ag-2 = inhibitors of NR2E3-RetCOR corepressor binding, primary screen, NR2E3 agonist project, biochemical, TR-FRET, GST-NR2E3, biotin-RetCOR | AID 2300, 2010 | inhibition of corepressor binding, % at 4.78 µM | 320,000 compounds, 0.12% hits | 1536-well;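 active = percent inhibition above the cutoff of mean plus 3 SD of all tested compounds, set per screening campaign, cut at about 20% in these data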;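 also: 0% = DMSO wells and 100% = biotin wells as full block of FRET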
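Test system: GST-NR2E3 and biotin-RetCOR proteins | Quantity: 1.35 nM GST-tagged NR2E3 final | Medium: Tris pH 7.5 | Also added: 7 nM biotin-RetCOR | Dosing: Compound at 4.8 µM, single dose | Timing: 5 h at 4 °C | Detection: Time-resolved FRET | Read-out basis: Percent inhibition | Benchmarks: Biotin wells as high control, 0.6% DMSO wells as low control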
The depositor's hits bear a star; x = not tested or not shown.

#	Structure	KKLEB cytotox	TRPM1 prom inh	Shn3 3UTR inh	HIF-2a inh	CF NFkB block	Vif inh
1	O=C(Nc1ccncc1)Nc1ccc(Cl)cc1	6	-7	10	-182	0	-2
2	O=[N+]([O-])c1ccc2c(c1)C=C1CCCCC1(N1CCCCC1)O2 (configuration not stated)	-16	-12	-1	-11	0	-3
3	COc1ccc(C(=O)Nc2c(N)nc(SCC(=O)NCC3CCCO3)[nH]c2=O)cc1OC (configuration not stated)	12	-1	-7	9	-12	x
4	COc1ccc(C(CNC(=O)c2oc3cc(C)c(C)cc3c2C)N2CCCCC2)cc1 (configuration not stated)	6	-7	-1	-5	-11	1
5	Cc1nc(SCC(=O)O)c(C#N)c2c1CCCC2	16	6	5	16	-6	-1
6	O=C(COc1cccnc1[N+](=O)[O-])N1N=C(c2ccc(Cl)cc2)CC1c1ccco1 (configuration not stated)	0	10	3	2	41	3
7	Cc1cccc(N2N=C(C(=O)OCC(=O)c3ccccc3)CCC2=O)c1	-19	-6	-16	-8	-11	22
8	COc1ccc(-c2cc(C(=O)Nc3ccccc3O)c3ccccc3n2)cc1OC	-3	-7	1	-10	-25	2
9	C#CCNc1c2c(nc3nnnn13)CCCC2	-5	-2	12	18	12	10
10	CN(Cc1cccs1)C(=O)CSc1nnnn1C	-5	18	-13	8	-9	2

#	CaV13 ICDI inh	NR2E3 ag-1	PDI inh	Peg3 prom inh	NR2E3 ag-2
1	-10	-26	7	-179	2
2	-15	-37	-5	18	-2
3	-5	-10	-3	20	0
4	-2	-5	2	42	1
5	-2	1	0	3	3
6	-4	-4	-3	-7	0
7	-7	-25	4	2	x
8	-5	-1	-3	-1	2
9	-10	-28	-3	10	-2
10	x	-48	8	-5	-3

(more compounds)
#	Structure	KKLEB cytotox	TRPM1 prom inh	Shn3 3UTR inh	HIF-2a inh	CF NFkB block	Vif inh
11	Cc1c(C(=O)N2c3ccccc3CC2C)oc2ccccc12 (configuration not stated)	-3	-58	-231	-218	-4	-5
12	CCCOc1ccc(/C=N/NC(=O)CSCc2ccc([N+](=O)[O-])cc2)cc1OCC	7	-11	16	11	-14	2
13	Cc1ccc2cc(CN(Cc3ccc4c(c3)OCO4)Cc3nnnn3Cc3ccco3)c(=O)[nH]c2c1C	-6	-11	9	12	-13	-6
14	N#Cc1ccc(-c2nc3ccc(Br)cn3c2Cc2cccc(F)c2)cc1	-7	x	-1	-19	-18	x
15	O=C(c1cccc([N+](=O)[O-])c1)n1nc(-c2ccccc2)nc1NCc1ccccc1	4	-13	-34	-119	3	2
16	O=C(NCC(=O)N(Cc1ccc(F)cc1)C(C(=O)NC1CCCC1)c1ccco1)c1ccco1 (configuration not stated)	-1	3	11	5	13	-11
17	COc1cc2c(cc1OC)CN(S(=O)(=O)c1ccccc1F)CC2	0	3	-2	7	8	3
18	O=C(NCCc1c[nH]c2ccccc12)C1CCN(S(=O)(=O)c2ccc(F)cc2)CC1	11	0	9	-57	-14	-5
19	C/C(Cc1ccccc1)=N\NC(=O)CNC(=O)COc1cccc(C)c1	-4	-2	0	18	2	19
20	CCCNC(=O)C(Sc1ccccc1)c1ccccc1 (configuration not stated)	-5	-2	4	19	-5	0

#	CaV13 ICDI inh	NR2E3 ag-1	PDI inh	Peg3 prom inh	NR2E3 ag-2
11	-6	-109	3	-327	3
12	-4	-14	-5	4	1
13	x	-4	7	10	4
14	-3	-50	x	-1	x
15	-3	-52	0	-87	0
16	x	-12	-15	12	0
17	-21	-17	5	20	2
18	-19	-7	4	-11	3
19	-3	-12	-1	7	-1
20	-18	-6	-8	0	1

Later entries:
#	Structure	KKLEB cytotox	TRPM1 prom inh	Shn3 3UTR inh	HIF-2a inh	CF NFkB block	Vif inh
21	COc1ccc(OC)c(N(CC(=O)N2CCCC2)S(C)(=O)=O)c1	-2	8	-6	14	-14	6
22	Cc1cccc(C)c1NC(=O)CSc1nnc(-c2ccoc2C)n1CCc1ccccc1	18	-2	-6	11	2	8
23	Nc1nc(SCC(=O)N2CCN(c3ccccc3)CC2)n[nH]1	-4	-2	3	9	15	-2
24	CCCC(CCC)C(=O)NNc1cc(=O)c2c(=O)n(C)c(=O)n(C)c2[nH]1	0	6	2	25	4	1
25	COc1ccccc1OCC(=O)Nc1oc(-c2ccccc2)c(-c2ccccc2)c1C#N	2	13	12	10	7	-3
26	COc1ccc(-c2cn3cccnc3n2)cc1NC(=O)C1CCCC1	12	2	-5	-5	-9	3
27	CCOC(=O)C1=C(C)NC2=C(C(=O)c3ccccc32)C1c1cccnc1 (configuration not stated)	3	11	-6	-3	3	-7
28	CC(NC(=O)COC(=O)CCc1ccccc1)c1ccccc1 (configuration not stated)	2	-9	0	13	-5	13
29	Cc1ccc(C)c(N2CCN(S(=O)(=O)c3cc4c(cc3Cl)NC(=O)CO4)CC2)c1	-4	x	9	10	8	-7
30	Cc1ccc2c(c1)nnn2C1CCN(CC(=O)NCc2ccccc2F)CC1	7	10	12	16	-2	-4

#	CaV13 ICDI inh	NR2E3 ag-1	PDI inh	Peg3 prom inh	NR2E3 ag-2
21	-20	1	4	9	0
22	-3	-11	3	25	2
23	-5	-6	1	0	-2
24	x	-28	-6	6	-2
25	-7	-21	2	6	-2
26	-8	4	16	5	-1
27	x	-7	-8	17	0
28	-6	9	-5	-7	-3
29	-5	12	x	-9	3
30	-7	-1	0	6	3

Further structures
#	Structure	KKLEB cytotox	TRPM1 prom inh	Shn3 3UTR inh	HIF-2a inh	CF NFkB block	Vif inh
31	COc1ccc(CNC(=O)CN(CCC(C)C)S(=O)(=O)c2ccc3c(c2)OCCO3)cc1	-7	-1	-8	11	9	-3
32	CCCCCC(=O)NNC(=O)c1ccc(-c2ccccc2)cc1	-3	4	5	9	15	-2
33	COCc1nnc(NC(=O)c2ccccc2Oc2ccccc2)s1	-4	-4	-7	-4	10	-2
34	Cc1nc(C(=O)NC2CC2)sc1C1(C)CC(c2cccc([N+](=O)[O-])c2)=NO1 (configuration not stated)	7	7	-18	-3	-35	-6
35	CC(c1ccccc1)N1C(=O)OC(C)(C)C1(C)O (configuration not stated)	11	-1	13	12	10	2
36	O=C(O)/C=C/c1ccc(OCc2cccc(F)c2)cc1	0	6	0	31	1	-4
37	CCC[C@H]1COCCS(=O)(=O)N1Cc1ccccc1F	6	-7	-7	-2	-44	2
38	COc1ccc(N2CCN(C3CCCN(C(=O)CSC)C3)CC2)cc1 (configuration not stated)	-3	10	5	2	8	-7
39	O=C(O)CCc1ccc(-c2cccs2)n1NC(=O)c1ccc(Cl)cc1Cl	6	4	-7	9	-21	19
40	CC(CNc1ccc([N+](=O)[O-])cc1)NC(=O)c1ccccc1Br (configuration not stated)	4	-4	-4	7	-20	-4

#	CaV13 ICDI inh	NR2E3 ag-1	PDI inh	Peg3 prom inh	NR2E3 ag-2
31	-5	-33	-6	24	-3
32	-7	14	9	5	2
33	-4	26	1	-8	4
34	-4	-12	6	-10	1
35	-4	1	-1	7	x
36	-4	-63	1	-11	1
37	-9	-2	8	0	1
38	-2	-17	-1	10	5
39	-4	22	6	15	4
40	-3	15	4	14	2

Additional structures:
#	Structure	KKLEB cytotox	TRPM1 prom inh	Shn3 3UTR inh	HIF-2a inh	CF NFkB block	Vif inh
41	CC(C)(C)c1ccc(C2C(C(=O)c3ccco3)=C(O)C(=O)N2CC2CCCO2)cc1 (configuration not stated)	2	-4	-14	16	0	36
42	CC1=CC(C)(C)N2C(=O)C3(C(C#N)=C(N)Oc4cc(O)ccc43)c3cccc1c32 (configuration not stated)	1	-5	17	37	-15	-10
43	O=C(/C=C/[C@H]1O[C@@H](n2cnc3c(NC(=O)c4ccccc4)ncnc32)[C@H](O)[C@@H]1O)NCc1ccco1	1	x	-7	6	-12	15
44	COC(=O)C1C2CC3c4[nH]c5cc(OC)ccc5c4CCN3CC2CC(OC(=O)CC(C)=O)C1OC (configuration not stated)	-2	1	7	5	-9	24
45	O=C(NCc1ccco1)C(=O)NCC1OCCCN1S(=O)(=O)c1ccc(F)cc1 (configuration not stated)	-17	8	-3	15	-10	12
46	O=C(O)CSc1nnc(-c2cccc(S(=O)(=O)N3CCOCC3)c2)n1-c1ccc(F)cc1	12	-6	3	5	-12	-2

#	CaV13 ICDI inh	NR2E3 ag-1	PDI inh	Peg3 prom inh	NR2E3 ag-2
41	-3	-7	5	13	6
42	x	-17	0	36	-1
43	-6	-8	x	-22	x
44	-10	-5	7	-18	x
45	-6	-28	4	7	-1
46	-2	-10	-7	7	x

Structural class: the compounds so far containing an NH in an aromatic ring.
#	Structure	KKLEB cytotox	TRPM1 prom inh	Shn3 3UTR inh	HIF-2a inh	CF NFkB block	Vif inh
3	COc1ccc(C(=O)Nc2c(N)nc(SCC(=O)NCC3CCCO3)[nH]c2=O)cc1OC (configuration not stated)	12	-1	-7	9	-12	x
13	Cc1ccc2cc(CN(Cc3ccc4c(c3)OCO4)Cc3nnnn3Cc3ccco3)c(=O)[nH]c2c1C	-6	-11	9	12	-13	-6
18	O=C(NCCc1c[nH]c2ccccc12)C1CCN(S(=O)(=O)c2ccc(F)cc2)CC1	11	0	9	-57	-14	-5
23	Nc1nc(SCC(=O)N2CCN(c3ccccc3)CC2)n[nH]1	-4	-2	3	9	15	-2
24	CCCC(CCC)C(=O)NNc1cc(=O)c2c(=O)n(C)c(=O)n(C)c2[nH]1	0	6	2	25	4	1
44	COC(=O)C1C2CC3c4[nH]c5cc(OC)ccc5c4CCN3CC2CC(OC(=O)CC(C)=O)C1OC (configuration not stated)	-2	1	7	5	-9	24

#	CaV13 ICDI inh	NR2E3 ag-1	PDI inh	Peg3 prom inh	NR2E3 ag-2
3	-5	-10	-3	20	0
13	x	-4	7	10	4
18	-19	-7	4	-11	3
23	-5	-6	1	0	-2
24	x	-28	-6	6	-2
44	-10	-5	7	-18	x
